FBPA Giardia inh – blocks Giardia fructose-bisphosphate aldolase activity | A8B2U2 | purified Giardia FBPA | Potency, µM (highest dose often 59.6 µM), inactives show at the top dose activity, negative = inhibition, actives largely listed as inhibitors | hit rate 0.71% among 290,000; note: potency is the fitted concentration of half-maximal effect; nearly all actives have a fitted effect of over 55% in size
Target sequence (A8B2U2 whole entry, looked up): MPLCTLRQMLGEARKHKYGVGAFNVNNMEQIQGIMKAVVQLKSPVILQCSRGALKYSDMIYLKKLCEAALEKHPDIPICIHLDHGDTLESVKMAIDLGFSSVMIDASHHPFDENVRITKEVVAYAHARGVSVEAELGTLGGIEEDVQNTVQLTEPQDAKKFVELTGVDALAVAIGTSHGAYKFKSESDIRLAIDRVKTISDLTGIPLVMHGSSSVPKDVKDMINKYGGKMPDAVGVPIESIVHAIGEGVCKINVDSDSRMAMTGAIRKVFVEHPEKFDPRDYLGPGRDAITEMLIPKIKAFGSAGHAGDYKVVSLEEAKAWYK
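Giardia FBPA (40 nM reagent) was preincubated 10 min at RT with compound (up to 57.5 uM final), then substrate plus GAPDH/TPI/NAD/arsenate coupling system with diaphorase/resazurin was added; resorufin fluorescence (525/598 nm) was read after 20 min.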
Sm TGR block – S. mansoni TGR enzyme inhibition; Q962Y6; purified TGR, DTNB reduction, TNB absorbance 405 nm; Potency, µM (top dose mostly 114 µM), for the others: top-dose activity change, negative = inhibition, usual class: inhibitors; hit rate 3% among 360,000; AID 485364; note: potency is the fitted concentration of half-maximal effect; nearly all actives have a fitted effect of over 60% in size
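First, TGR (20 nM dispensed) and NADPH were mixed with compound. Second, a 15 min room-temperature incubation followed. Third, further NADPH and then DTNB were added to start the reaction. Finally, TNB absorbance was monitored kinetically.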
AmpC detergent – AmpC beta-lactamase inhibition with detergent present. P00811. AmpC hydrolysis of nitrocefin, absorbance 480 nm, 0.01% Triton. Potency, µM (titrated, usually from 114 µM), inactives show top-dose activity change, negative = inhibition, usual class: inhibitors. hit rate 0.041% among 370,000. AID 485294;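 note: potency is the fitted concentration of half-maximal effect; 0% = no-compound wells and -100% = no-enzyme wells; nearly all actives have a fitted effect of over 25% in size; some results filed as inactive show a strong effect at the top dose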
Target sequence (P00811 whole entry, looked up): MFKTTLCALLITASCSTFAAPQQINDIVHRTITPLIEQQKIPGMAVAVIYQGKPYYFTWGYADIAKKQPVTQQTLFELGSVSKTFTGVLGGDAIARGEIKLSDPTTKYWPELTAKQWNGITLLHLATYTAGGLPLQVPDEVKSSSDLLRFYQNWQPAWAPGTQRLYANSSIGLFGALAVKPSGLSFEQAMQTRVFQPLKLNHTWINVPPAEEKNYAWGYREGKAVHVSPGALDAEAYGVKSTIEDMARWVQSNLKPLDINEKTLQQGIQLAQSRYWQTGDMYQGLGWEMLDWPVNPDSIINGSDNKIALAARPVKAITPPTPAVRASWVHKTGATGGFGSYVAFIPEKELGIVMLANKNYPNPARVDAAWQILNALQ
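AmpC (5.3 nM in the dispensed reagent) in 20 mM phosphate pH 7.0 with 0.01% (detergent screen) or 0.0001% Triton X-100 was preincubated with compounds for 15 min at room temperature. Nitrocefin was then added from an 800 uM solution, and hydrolysis was followed at 480 nm.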
HCMV inh – blocks human cytomegalovirus replication | HFF cells, HCMV-luciferase reporter, 72 h; stronger effect = lower value | activity change, negative = inhibition, % at 57.5 µM | hit rate 4.5% among 410,000 | AID 1259415; in the data active = activity change below about -60%; inconclusive = no clear call, values can overlap the other calls; inactive = above about -39%
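Two compound doses tested in HFFs infected with HCMV-luciferase, MOI 1 PFU/cell, 72 h at 37C. Lysate luminescence read with OneGlo; data normalized against buffer-only and 10uM Salinomycin inhibitor controls.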
AMA1 RON2 block – disrupts binding of P. falciparum AMA1 to RON2; AlphaScreen AMA1-biotinylated RON2 peptide binding; Potency, µM (top dose mostly 58.2 µM), for the others: at the highest dose activity change, negative = inhibition, hits mostly inhibitors; hit rate 0.2% among 360,000; AID 720542;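 note: potency is the fitted concentration of half-maximal effect; 0% = vehicle wells and -100% = peptide control; nearly all actives have a fitted effect of over 45% in size; some results filed as inactive show a strong effect at the top dose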
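AMA1 (3D7) with his tag at 25 nM final met compounds first, then biotinylated RON2 peptide at 25 nM; detection used donor plus acceptor beads, 10 µg/mL apiece, read by AlphaScreen after 30 min at room temperature.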
AmpC no deterg – AmpC beta-lactamase inhibition without detergent; AmpC nitrocefin hydrolysis, absorbance 480 nm, 0.0001% Triton; hit rate 0.52% among 330,000; AID 485341; Potency, µM (top dose mostly 57.1 µM), for the others: at the top dose activity change, negative = inhibition, hits mostly inhibitors;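 note: potency is the fitted concentration of half-maximal effect; plate controls were no compound for no effect and no enzyme for full effect; nearly all actives have a fitted effect of over 20% in size; some results filed as inactive show a strong effect at the top dose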
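AmpC (5.3 nM in the dispensed reagent) in 20 mM phosphate pH 7.0 with 0.01% (detergent screen) or 0.0001% Triton X-100 was preincubated with compounds for 15 min at room temperature. Nitrocefin was then added from an 800 uM solution, and hydrolysis was followed at 480 nm.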
Numbers without * were called inactive; ? = inconclusive; . = no result given; [ ] = another dose, or the depositor's remark. Unless noted, calls come from the whole dose curve; as a rule, active = well fitted curve in the direction sought with a large enough effect; inconclusive = small, poorly fitted or top-dose-only effect, or another doubt; inactive = no such curve, though single readings can be large; an effect the other way counts as inactive or inconclusive. Unless noted, % is set by controls: 0 for no effect and ±100 for the full control effect.

Structure,FBPA Giardia inh,Sm TGR block,AmpC detergent,HCMV inh,AMA1 RON2 block,AmpC no deterg
Cc1cn2c(nc1=O)OC1CC2OC1CO (stereo unspecified),1%,2%,-2%,-10,0%,-3%
COc1ccccc1NC(=O)N(Cc1ccco1)Cc1cc2ccc(C)c(C)c2[nH]c1=O,-2%,?,-13%,46,-9%,5%
CNP(=O)(Oc1ccccc1)OC12CC3CC(CC(C3)C1)C2 (stereo unspecified),3%,-2%,2%,7,2%,-3%
CCN1CCN(C(c2ccccn2)c2c(NC(=O)c3ccccc3)sc(C)c2C)CC1 (stereo unspecified),1%,-11%,-1%,-32,1%,144%[activator]
Nc1cc(N2CCCC2)ccc1[N+](=O)[O-],0%,9%,-9%,61,-28%,-8%
O=C(CSc1ncc(-c2ccccc2)[nH]1)Nc1cccc(Br)c1,.,6%,-2%,-66*,.,.
Cc1c(NC(=O)COC(=O)c2ccc(F)c(S(=O)(=O)N3CCOCC3)c2)c(=O)n(-c2ccccc2)n1C,-1%,9%,0%,13,6%,12%
CCCCOc1ccc(N(CC(=O)NCC2CCCO2)C(=O)CCC(=O)Nc2nccs2)cc1 (stereo unspecified),0%,8%,0%,-1,-15%,66%[activator]
NC(=O)c1cc(NC(=O)c2ccc(NS(=O)(=O)c3cccs3)cc2)cc(C(N)=O)c1,0%,-6%,-5%,22,19%,-28%
Cc1ccc(NC(=O)Nc2ccc3c(c2)N(C)C(=O)CS3)cc1C,1%,0%,7%,125,-9%,-33%

More results follow.
Structure,FBPA Giardia inh,Sm TGR block,AmpC detergent,HCMV inh,AMA1 RON2 block,AmpC no deterg
Cc1cc(C(=O)NC(C)C2CCCO2)cs1 (stereo unspecified),0%,1%,-13%,-1,0%,-3%
O=C(CNCCc1ccccc1)Nc1ccc(C(=O)N2CCCCC2)cc1,?,2%,-1%,?,-15%,43%
Cc1cccc(-c2nc3c4ccccc4nc(N4CCN(c5ccccc5F)CC4)n3n2)c1,.,-1%,0%,7,.,.
Cc1cnc(NC(=O)CCN2C(=O)C3CCCCC3C2=O)s1 (stereo unspecified),0%,6%,5%,-28,9%,-15%
CC1=C(C(=O)OC2CCCC2)C(c2cccc(Cl)c2Cl)CC(=O)N1 (stereo unspecified),.,2%,9%,-75*,.,.
Nc1nc(SCc2ccc(Cl)cc2Cl)ns1,-8%,0%,-5%,-15,-1%,-21%
Cn1cccc1C1CCCN1CC(=O)Nc1ccc(F)c(F)c1F (stereo unspecified),.,.,.,-5,6%,14%
COC(=O)Cn1c(=N)n(CCN2CCCCC2)c2ccccc21,-7%,3%,-9%,-25,3%,-23%
Clc1ccccc1-c1ncnc2ccc(Br)cc12,-8%,5%,3%,-31,-9%,-10%
CCOC(=O)/C(=N\Nc1cc(Cl)ccc1Cl)N1CCN(C)CC1,-6%,-14%,-8%,-38,-13%,142%[activator]

(list continues)
Structure,FBPA Giardia inh,Sm TGR block,AmpC detergent,HCMV inh,AMA1 RON2 block,AmpC no deterg
Cc1c(C)c2ccc(OCC(=O)N3CCC(C(=O)O)(c4ccccc4)CC3)cc2oc1=O,22%,-11%,-8%,17,-18%,-21%
COc1ccc(-c2nc3ccc(NS(C)(=O)=O)cc3o2)cc1,.,9%,21%,90,.,.
CC1CC(C)CN(C(=O)COC(=O)CNS(=O)(=O)/C=C/c2ccccc2)C1 (stereo unspecified),-3%,4%,3%,17,7%,12%
CC(O)CNc1nc2c(c(=O)n(Cc3cccc(Cl)c3)c(=O)n2C)n1C (stereo unspecified),6%,-26%,?,3,0%,183%
COc1ccc(N2CCN(C(=O)COc3ccc4c(C)c(C)c(=O)oc4c3C)CC2)cc1,.,-2%,0%,.,-11%,-7%
Cc1cc(NC(=O)c2ccc(-c3ccc(Cl)cc3)o2)cc(-c2nc3ncccc3o2)c1O,.,-1%,1%,6,.,.
CCCCn1c(C)cc(/C=C(\C#N)C(=O)O)c1C,25%,7%,-13%,8,1%,-13%
CNC(=O)N(C1=NCCCCC1)c1ccc(Br)cc1,4%,-4%,-6%,35,16%,-22%
COc1ccc(CNC(=O)CSc2nnc(NC(=O)C3CC3)s2)cc1,-1%,-7%,-6%,-19,-3%,-5%
CC(=O)CCC(=O)c1ccc2ccccc2c1,2%,-17%,?,2,10%,-13%

4 structures out of the list, sorted by length of the SMILES, smallest number first.
Structure,FBPA Giardia inh,Sm TGR block,AmpC detergent,HCMV inh,AMA1 RON2 block,AmpC no deterg
CC(=O)CCC(=O)c1ccc2ccccc2c1,2%,-17%,?,2,10%,-13%
COc1ccc(-c2nc3ccc(NS(C)(=O)=O)cc3o2)cc1,.,9%,21%,90,.,.
CC(O)CNc1nc2c(c(=O)n(Cc3cccc(Cl)c3)c(=O)n2C)n1C (stereo unspecified),6%,-26%,?,3,0%,183%
Cc1c(C)c2ccc(OCC(=O)N3CCC(C(=O)O)(c4ccccc4)CC3)cc2oc1=O,22%,-11%,-8%,17,-18%,-21%

New compounds follow:
Structure,FBPA Giardia inh,Sm TGR block,AmpC detergent,HCMV inh,AMA1 RON2 block,AmpC no deterg
Cc1ccc(NC(=O)C2CCN(S(=O)(=O)c3ccc4c(c3)oc(=O)n4C)CC2)cc1,.,10%,9%,-39,-6%,11%
O=C(Cn1cncn1)NCCCc1ccccc1,0%,22%,-5%,-33,13%,-13%
Cn1c(SCC(=O)N2CCCC2)nc2cccnc21,-13%,40µM*,5%,-21,2%,138%[activator]
Cc1ccc(-n2nc(C)c3c(C)cc(=O)n(CC(=O)NCc4ccc(OC(C)C)cc4)c32)cc1,.,-3%,6%,13,.,.
Cn1c(=O)c(/C(N)=N/OC(=O)c2ccccc2)cn(-c2ccccc2)c1=O,0%,6%,3%,4,-22%,-2%
O=C(CSc1ccc(-c2ccco2)nn1)NC1CCCC1,-4%,18µM*,7%,-27,-3%,-26%
CCOc1cccc(N(C(=O)CNC(=O)c2ccco2)C(C(=O)NCC2CCCO2)c2ccccc2)c1 (stereo unspecified),.,-5%,-6%,-3,5%,86%[activator]
CC(Oc1ccc(C(=O)c2ccccc2)cc1)C(=O)N1CCOCC1 (stereo unspecified),.,7%,-12%,-23,15%,-1%
Cc1cc(NC(=O)CSc2nnc(-c3c[nH]c4ccccc34)n2-c2ccc(F)cc2)no1,-1%,5%,1%,?,2%,-14%
O=C(Nc1nc2ccccc2n1CCN1CCOCC1)c1cn(-c2ccccc2)nc1-c1ccccc1,11%,1%,?,?,29%,-11%

Further records:
Structure,FBPA Giardia inh,Sm TGR block,AmpC detergent,HCMV inh,AMA1 RON2 block,AmpC no deterg
CCCc1n(CC)c2ccccc2[n+]1CC(O)COC1CCCCC1 (stereo unspecified),-2%,-7%,-13%,-17,11%,2%
O=C(CCCC(=O)N1CCN(c2ccccc2F)CC1)N1CCN(c2ccccc2F)CC1,0%,-23%,-10%,-4,11%,21%
N#Cc1ccccc1Sc1ccccc1C(=O)Nc1ccccc1,10%,0%,-12%,-6,-7%,-36%
COc1ccc2c(c1)C(C)=CC(C)(C)N2S(=O)(=O)c1ccc(Br)cc1,7%,6%,1%,-80*,9%,-9%
Cc1c(Cl)cccc1NC(=O)CCN1CCC(C(N)=O)CC1,6%,0%,?,27,-1%,-12%
O=C(Cc1csc(-c2ccccc2)n1)NCc1ccc(F)cc1,-1%,6%,-15%,-10,-7%,0%
CCOc1ccc2nc(NC(=O)C3CCN(S(=O)(=O)c4cnc[nH]4)CC3)sc2c1,0%,0%,-6%,-28,-4%,16%
Cc1ccc(CS(=O)Cc2ccc(C(=O)NC3CCCCC3)o2)cc1 (stereo unspecified),14%,-28%,?,-19,0%,31%
O=C(COc1ccccc1[N+](=O)[O-])N1CCC(Cc2ccccc2)CC1,0%,-1%,4%,-21,-5%,3%
CCC(C(=O)OCC(=O)Nc1ccc(SC(F)F)cc1)c1ccccc1 (stereo unspecified),-4%,-5%,-6%,16,12%,-12%

Later entries:
Structure,FBPA Giardia inh,Sm TGR block,AmpC detergent,HCMV inh,AMA1 RON2 block,AmpC no deterg
COc1ccc(/C=C(/NC(=O)c2ccccc2Cl)C(=O)O)cc1,6%,.,1%,-13,-1%,-9%
CCOc1ccc(-c2nc(CSCC(=O)NC3CC3)c(C)o2)cc1,.,-13%,-5%,?,-5%,15%
O=C(Cn1nc2n(c1=O)-c1ccccc1SC2)N/N=C/c1ccncc1,0%,1%,-1%,8,6%,-4%
CCOC(=O)N1CCN(C(=O)c2ccc(CS(=O)(=O)c3c(Cl)cccc3Cl)o2)CC1,6%,45µM*,-13%,5,7%,29%
COc1cc(C2C3C(C)N(C)C(=O)N(C)C3N(C)C(=O)N2C)ccc1O (stereo unspecified),3%,-12%,?,19,0%,-5%
O=C(COc1ncnc2ccc(Br)cc12)Nc1ccc(N2CCOCC2)cc1,1%,-6%,?,54,-15%,3%
O=C(NCCc1c[nH]c2ccccc12)/C(=C\c1cccnc1)NC(=O)c1ccccc1Br,9%,-7%,0%,6,8%,-3%
O=C(CSCc1ccco1)NC1CCCC1,2%,?,-3%,-33,4%,-8%
COc1ccc(C(=O)C2CCCN(C(=O)c3cc4nc(C)cc(C)n4n3)C2)cc1F (stereo unspecified),0%,8%,6%,-8,0%,50%
Cn1nnc(NC(=S)NC(=O)c2ccccc2)n1,3.2µM*,?,-1%,-30,50%[activator],-14%

Next section.
Structure,FBPA Giardia inh,Sm TGR block,AmpC detergent,HCMV inh,AMA1 RON2 block,AmpC no deterg
CC(C)On1c(SCC(=O)N(C)C)nc2ccccc2c1=O,1%,3%,-1%,.,-12%,4%
CCOc1ccc(-n2c(-c3ccc(C)cc3)nc3c(cnn3-c3ccccc3)c2=O)cc1,.,7%,12%,-3,.,.
O=C(Nc1cccc2ccccc12)NC1Cc2ccccc2C1,6%,104%[activator],-6%,-4,-1%,-18%
COC(=O)c1c(NC(=O)C2c3ccccc3Oc3ccccc32)sc2c1CCC(C(C)(C)C)C2 (stereo unspecified),.,0%,7%,9,.,.
O=C(CSc1nc(-c2ccccc2F)nc2cc(=O)[nH]n12)Nc1cccc(C(F)(F)F)c1,.,3%,-2%,-14,.,.
CCOC(=O)C1C(=O)OC(C)(C)C1C(C)C(=O)c1ccc(C)cc1 (stereo unspecified),0%,8%,-12%,?,0%,0%
CC(C)c1ccc(OCC(=O)Nc2cccc3c2CCCC3)cc1,19%,11%,5%,-27,5%,-12%
COc1ccccc1NS(=O)(=O)c1ccc(C)c(NC(=O)c2c(C)noc2C)c1,.,-18%,0%,-4,-3%,-26%
CCOc1ccc(NC(=O)CN2C(=O)C(c3ccccc3)=NC23CCCCCC3)cc1,.,3%,16%,19,.,.
CCc1ccc(Nc2cc(C)nc3nc(C)nn23)cc1,3%,2%,-4%,-8,-10%,-3%
CC1CC(=O)C2=C(C1)Nc1ccccc1N=C2 (stereo unspecified),2%,0%,3%,?,0%,-17%
COc1ccc(CNC(=O)Cc2ccc(OC)c(S(=O)(=O)N3CCOCC3)c2)cc1,-4%,5%,-1%,-2,0%,0%
CCOC(=O)C1CCCCN1C(=O)/C(=C/c1ccc(OC)cc1)c1ccc(OC)c(OC)c1 (stereo unspecified),.,.,.,-3,-8%,172%[activator]

Screens deposited in PubChem by National Center for Advancing Translational Sciences (NCATS).
